# High-throughput results: PubChem BioAssay, National Center for Advancing Translational Sciences (NCATS)
# BCR signal inh: qHTS Assay to Find Inhibitors of Chronic Active B-Cell Receptor Signaling; Potency, µM (series often up to 46.1 µM), for the others: at the top dose ratio change, negative = lower green/red ratio, actives largely listed as inhibitors; ABC-DLBCL IkBa-CBG/CBR reporter, luminescence ratio, 4 h; 340,000 tested, 0.05% active; active means well fitted inhibition curve with a large enough effect in the signal ratio, with a control signal flat, not every such curve was filed as active; inconclusive means small, poorly fitted or top-dose-only effect, or effect the other way, or a change in a side signal; the % refers to the signal ratio;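 further: potency means the concentration at half of the fitted maximal effect; plate controls were basal doxycycline-induced cells for no effect and cells given 10 µM MG132 for full effect; MG132 reads +100%, hits lower the ratio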
#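 Concentration-response series (up to 46 uM) were applied to TMD8 dual-reporter cells for 4 h at 37C with doxycycline. Green/red ratio, after filter-overlap correction, defined %Activity; red signal alone was normalised to basal cells and zero luminescence.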
# USP2a inh: qHTS Assay for Inhibitors of Ubiquitin-specific Protease USP2a Using CHOP2 as the Reporter; USP2 core, Ub-CHOP2 coupled fluorogenic reporter, 485/531; 330,000 tested, 0.01% active; Potency, µM (highest dose often 38.3 µM), for the others: at the top dose activity change, negative = inhibition, usual class: inhibitors; Ubiquitin carboxyl-terminal hydrolase 2 (Homo sapiens), O75604;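 further: potency means the concentration at half of the fitted maximal effect; plate controls were DMSO wells for no effect and full inhibition by NEM control for full effect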
#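 USP2 core (10nM final) preincubated 30min RT with compound in 20mM Tris-HCl pH 8.0, 2mM CaCl2, 2mM beta-mercaptoethanol, 0.05% CHAPS; 25nM Ub-CHOP2 plus 25nM reporter substrate added, fluorescence (Ex485/Em531) read after 60min.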
# uPA generation: qHTS for Inhibitors of Cell Surface uPA Generation; 330,000 tested, 0.31% active; Potency, µM (series often up to 38.3 µM), for the others: at the highest dose activity change, negative = inhibition, most hits filed as inhibitors; cell surface uPA generation assay, qHTS; active means well fitted inhibition curve with a large enough effect; inconclusive means small, poorly fitted or top-dose-only effect; inactive means no such curve, though single readings can be large or run the other way; tested in mouse RAW 264.7 cells; further: potency means the concentration at half of the fitted maximal effect; nearly all actives have a fitted effect of over 55% in size
# Eya2 phos inh: qHTS Assay for Inhibitors of the Phosphatase Activity of Eya2 | Protein phosphatase EYA2 (Homo sapiens), O00167 | 330,000 tested, 0.006% active | recombinant Eya2, OMFP fluorescence dephosphorylation (OMFP is methylfluorescein phosphate) | AID 488837, 2010 | Potency, µM (doses to about 76.9 µM), without a hit: at the highest dose activity, negative = inhibition, usual class: inhibitors; further: potency means the concentration at half of the fitted maximal effect
# Target sequence (O00167 whole entry, looked up): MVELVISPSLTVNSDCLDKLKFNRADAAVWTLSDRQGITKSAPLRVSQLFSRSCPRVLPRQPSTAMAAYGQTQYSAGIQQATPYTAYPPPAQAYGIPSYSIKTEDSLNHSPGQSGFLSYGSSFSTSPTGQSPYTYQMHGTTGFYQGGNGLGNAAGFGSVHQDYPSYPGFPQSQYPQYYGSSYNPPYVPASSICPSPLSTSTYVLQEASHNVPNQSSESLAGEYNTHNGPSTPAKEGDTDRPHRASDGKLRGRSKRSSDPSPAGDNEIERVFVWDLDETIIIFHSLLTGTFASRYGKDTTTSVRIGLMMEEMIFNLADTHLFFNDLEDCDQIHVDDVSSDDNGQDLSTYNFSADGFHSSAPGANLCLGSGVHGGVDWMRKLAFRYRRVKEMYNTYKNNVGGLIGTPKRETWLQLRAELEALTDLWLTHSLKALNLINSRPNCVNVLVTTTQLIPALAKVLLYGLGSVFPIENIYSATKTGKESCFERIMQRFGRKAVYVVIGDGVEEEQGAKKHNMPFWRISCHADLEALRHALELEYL
#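 Eya2 protein (added as 0.2 uM solution) was preincubated with compound for 10 min at ambient temperature in 50 mM HEPES pH 7.5, 50 mM NaCl, 5 uM MgCl2, 0.05% BSA, 1 mM DTT. OMFP (added at 50 uM) then reacted 10 min; fluorescence read at 485/525 nm.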
# Giardia killer: Small Molecules that selectively kill Giardia lamblia: qHTS. Giardia lamblia trophozoite viability. AID 540267, 2011. 340,000 tested, 0.15% active. activity change, % at 7.66 µM, hits read low; in the data active means activity change below about -80%; inconclusive means between about -30% and that limit;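 further: parasites exposed to compound for two days anaerobically before the ATP read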
#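 Media and compound were dispensed first, then trophozoites at 100 cells/well; plates sat 48 hrs at 37 deg C without oxygen before ATP luminescence reagent was added and read after 15-30 min at room temperature.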
# B2AR arrestin: qHTS assay of beta-arrestin-biased ligands of beta2-adrenergic receptor. Beta-2 adrenergic receptor (Homo sapiens), P07550. AID 492947, 2010. beta-arrestin recruitment to beta2AR, cell-based reporter. 330,000 tested, 0.02% active. Potency, µM (series often up to 46.1 µM), inactives show at the highest dose activation, actives largely listed as activators;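 further: potency means the concentration at half of the fitted maximal effect; 0% = DMSO controls and full agonism = EC100 isoproterenol or metaproterenol; nearly all actives have a fitted effect of over 65% in size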
# GALK inhibitor: qHTS Assay for Inhibitors of Human Galactokinase (GALK); P51570; Purified GALK, Kinase-Glo residual ATP luminescence; Potency, µM (series often up to 57.5 µM), without a hit: at the highest dose activity change, negative = inhibition, actives largely listed as inhibitors; 270,000 tested, 0.007% active; AID 1868, 2009; further: potency means the concentration at half of the fitted maximal effect
# Target sequence (P51570 whole entry, looked up): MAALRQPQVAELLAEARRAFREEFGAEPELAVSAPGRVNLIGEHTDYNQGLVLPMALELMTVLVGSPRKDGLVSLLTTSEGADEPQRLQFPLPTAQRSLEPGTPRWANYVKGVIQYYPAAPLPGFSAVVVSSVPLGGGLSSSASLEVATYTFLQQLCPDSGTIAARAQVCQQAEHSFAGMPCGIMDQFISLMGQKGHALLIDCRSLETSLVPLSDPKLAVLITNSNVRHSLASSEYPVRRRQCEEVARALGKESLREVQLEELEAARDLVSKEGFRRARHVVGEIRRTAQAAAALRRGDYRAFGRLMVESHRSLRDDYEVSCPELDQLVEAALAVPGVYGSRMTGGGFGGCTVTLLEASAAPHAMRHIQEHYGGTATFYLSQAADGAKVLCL
#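 Human GALK (5 nM) with 35 uM ATP and 100 uM galactose in 20 mM HEPES pH 8.0, 5 mM MgCl2, 60 mM NaCl, 1 mM DTT, 0.01% BSA. After 1 h at room temperature, leftover ATP was read by Kinase-Glo Plus luminescence.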
# KCNH2 3.1 inh: qHTS for Inhibitors of KCHN2 3.1: Mutant qHTS; Potassium voltage-gated channel subfamily H member 2, brain isoform KCNH2 3.1 (human); 340,000 tested, 0.95% active; activity change, % (tested at about 1.8 µM); AID 720553, 2013; U2OS KCNH2 3.1, thallium flux FluxOr; active compounds read low;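 active means maximum activity change below -70%; inconclusive means maximum activity change from -70% to -50%; inactive means maximum activity change above -50%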;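 further: thallium influx rate constant from kinetic fluorescence after stimulation buffer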
#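 Kinetic fluorescence (2 min after stimulation buffer) measures Tl+ influx through KCNH2 3.1 expressed by viral transduction in U2OS cells; the rate constant is normalized against DMSO controls serving as positive and negative references.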
# KCNH2 WT inh: qHTS for Inhibitors of KCHN2 3.1: Wildtype qHTS; 340,000 tested, 0.37% active; activity change, % at 1.84 µM; U2OS, BacMam KCNH2, thallium flux FluxOr; active compounds read low; Voltage-gated inwardly rectifying potassium channel KCNH2 (Homo sapiens), Q12809;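 active means maximum activity change below -70%; inconclusive means maximum activity change between -70% and -50%; inactive means maximum activity change above -50%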
#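 U2OS cells were transduced with wild-type KCNH2 virus (2.03 x 10^8 / mL) for 4 h at room temperature, then cultured overnight at 37 C. Thallium flux was read with FluxOr dye. Rate constants were normalized to DMSO controls.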
# FBPA coupling cs: qHTS Assay for Inhibitors of Fructose-1,6-bisphosphate Aldolase from Giardia Lamblia: Coupling assay counterscreen. coupling enzyme system counterscreen, AmpLite Red fluorescence. activity change, negative = inhibition, % at 58.2 µM, hits read low. 290,000 tested, 0.67% active. AID 2472, 2010; in the data active means activity change below about -30%
#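 Counterscreen of the coupled detection system alone, without aldolase: glyceraldehyde-3-phosphate coupling enzymes plus AmpLite Red readout. Compounds at 57.5 uM final, 10 min RT preincubation, 20 min RT reaction, fluorescence 525/598 nm.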
# PKM2 activator: qHTS Assay for Activators of Human Muscle isoform 2 Pyruvate Kinase; 260,000 tested, 0.34% active; Pyruvate kinase PKM (Homo sapiens), P14618; AID 1631, 2009; Potency, µM (doses to about 57.5 µM), without a hit: at the top dose activation, hits mostly activators; purified PKM2, Kinase-Glo ATP luminescence, activation; response scale: 0% is enzyme alone, no compound; further: potency means the concentration at half of the fitted maximal effect; nearly all actives have a fitted effect of over 55% in size
#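 Kinase-Glo luminescence reports ATP generated from ADP (0.1 mM) and PEP (0.5 mM) by purified hPK-M2 after 1 h at room temperature, pH 7.2 imidazole buffer; intermediate enzyme activity allows detecting inhibitors and activators.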
# Active calls of the source: *; u = inconclusive; x = not tested or not shown; & = joins results of further samples; [ ] = remark or other dose. Unless noted, the call rests on the fitted dose curve; in most records, active means well fitted curve in the direction sought with a large enough effect; inconclusive means small, poorly fitted or top-dose-only effect, or another doubt; inactive means no such curve, though single readings can be large; an effect the other way counts as inactive or inconclusive. Unless noted, on the % scale 0 is the no-effect control and ±100 the full control effect.
SMILES,BCR signal inh,USP2a inh,uPA generation,Eya2 phos inh,Giardia killer,B2AR arrestin,GALK inhibitor,KCNH2 3.1 inh,KCNH2 WT inh,FBPA coupling cs,PKM2 activator
COc1ccccc1CC(=O)O/N=C(\N)Cc1cccc2ccccc12,9%,2%,-6%,-5%,4,-0.6%,-1%,-16,-7,-1,-1%
CCOC(=O)NC(Nc1ccc(OC)cc1)(C(F)(F)F)C(F)(F)F,-8%,-1%,-4%,-4%,-14,-0.3%,0%,2,-11,-5,1%
Cc1cc(C)nc(CCNC(=O)c2cc(COc3ccccc3)on2)n1,0%,1%,2%,15%,10,-1.1%,-2%,-1,-4,x,-7%
O=C(NCc1ccccn1)Nc1ccc(Br)cc1Cl,5%,0%,0%,5%,5,-0.3%,-2%,11,1,x,5%
CC(C)=C(NC(=O)c1ccccc1)C(=O)NCc1ccccc1,-1%,-1%,4%,0%,8,0.2%,0%,-118*,-8,0,-10%
CCC(=O)N1CCc2cc(S(=O)(=O)N3CCN(C(=O)c4ccco4)CC3)ccc21,x,x,0%,x,-1,x,-2%,2,8,0,27%
COC(=O)c1cccc(C23CC4(C2)[C@H](CN(Cc2ccc(-c5ccccc5)cc2)[C@@H]4c2ccccc2)C3c2ccccc2)c1 (some centres not stated),-2%,-2%,6%,4%,-27,0.2%,0%,-39,3,3&7,-6%&-7%
CC(=O)N1CCc2cc(C(=O)CN3CCCCC3)ccc21,u,0%,-4%,-3%,2,0.1%,2%,-3,-10,-1,13%
Cc1cc(NC(=O)c2cc(-c3ccccn3)nc3ccc(Br)cc23)no1,-3%,0%,3%,3%,11,0.4%,-3%,10,2,x,4%
COc1ccc(NC(=O)CCNS(=O)(=O)c2ccc(C)c(C)c2)cc1OC,4%,1%,1%,-2%,-13,0.5%,0%,-15,-11,1,2%
COc1ccc(N(Cc2ccccc2)S(=O)(=O)c2ccc(C)cc2)cc1,6%,2%,0%,-2%,7,-0.2%,10%,-17,-1,-5,2%
COc1ccc2cc(-c3nc4ccccc4n3C)c(=O)oc2c1,2%,3%,-6%,-12%,-13,-1.1%,0%,9,-2,5,4%
O=C(CCc1nnc2n(Cc3ccccc3)c(=O)c3ccccc3n12)NCCN1CCOCC1,-1%,1%,10%,9%,-6,-0.3%,x,-3,-11,3,-6%
COC(=O)C1=C(C)N(C(C)C)C(=O)C1(NC(=O)C1CCCCC1)C(F)(F)F (configuration not stated),-2%,1%,x,4%,-7,0.0%,-1%,-3,1,2,6%
COC(=O)/C(=N\Nc1ccc(Cl)cc1)Sc1nnc(-c2ccc(OC)cc2)n1C,2%,2%,-8%,-3%,10,-0.5%,x,-13,12,7,4%
CNC(=O)C1CC(=O)N(c2ccc(F)c(Cl)c2)C1 (configuration not stated),-2%,1%,-3%,11%,-4,-1.1%,2%,27,12,-1,5%
O=C(Nn1cc(C(=O)N2CCN(c3ccccc3F)CC2)c2ccccc2c1=O)c1cnccn1,8%,-1%,-2%,4%,-5,-0.3%,-1%,-3,2,1,-5%
CCCN(c1ccc(C(C)C)cc1)S(=O)(=O)c1c(C)[nH]c(=O)[nH]c1=O,6%,0%,x,-19%,-2,0.2%,3%,6,4,0,-1%
COc1ccccc1NS(=O)(=O)c1cc(-c2cc(C)no2)ccc1OC,0%,3%,-14%,5%,18,-0.3%,-4%,-3,-15,0,x
CCOC(=O)C(Cc1ccccc1)C(=O)Nc1nccs1 (configuration not stated),4%,2%,2%,9%,3,0.3%,-1%,4,-10,1,u
Cn1c(NC(=O)c2ccccc2F)cc(=O)n(C)c1=O,u,4%,6%,6%,28,-0.1%,1%,10,2,0,3%
COc1ccc(-c2cc3cc(-c4cc(OC)c(OC)c(OC)c4)ccc3o2)cc1,u,5%,11%,-20%,-12,0.1%,x,1,-33,x,x
CCCNC(=S)N1CCC(NC(=O)Nc2ccc(C)cc2)CC1,1%,-1%,13%,u,-22,0.0%,8%,7,-12,5,1%
NC(=O)CSc1nc(-c2ccccc2)c(-c2ccccc2)o1,0%,0%,-9%,-20%,-3,-0.6%,-1%,-2,20,4,1%
S=C(Nc1ccc(Cl)cc1)N1CCCC1,1%,2%,-3%,4%,-7,0.1%,-3%,1,1,0,1%
C=C[C@@H]1c2cccc(C)c2N(S(=O)(=O)c2ccc(C)cc2)[C@H](c2ccccc2)C1(C#N)S(=O)(=O)c1ccccc1 (some centres not stated),3%,1%,8%,-7%,-5,-2.9%,x,-10,-10,x,x
COc1cc2c3c(c1)-c1c(sn(-c4cc(OC)ccc4OC)c1=S)C(C)(C)N3C(=O)C2=O,-11%,-1%,-3%,6%,4,-0.6%,1%,-11,6,1,-1%
Cc1ccc(S(=O)(=O)n2c(C)nc3cc(C)ccc32)cc1,u,0%,-4%,-2%,-2,-1.1%,-3%,7,-1,1,-1%
COCCNC(=O)Cn1cc(C(=S)N2CCCCC2)c2ccccc21,2%,5%,-2%,9%,-15,-0.3%,0%,1,2,3,-8%
COc1ccc(CNC(=O)CSc2nc3c(oc4ccccc43)c(=O)n2CC2CCCO2)cc1 (configuration not stated),0%,0%,-4%,-5%,3,-0.6%,x,-26,-3,x,x
CCOc1ccc(CC(=O)OCc2cc(=O)n3cc(Br)ccc3n2)cc1,u,0%,2%,2%,8,0.0%,-1%,-3,0,0,7%
CCOc1ccc(NC(=O)CN(C)C(=O)CSc2ccccc2)cc1OCC,u,-2%,9%,-15%,-2,-0.2%,x,6,-4,x,x
Cc1nc2ccc(NS(=O)(=O)c3ccc4c(c3)OCCO4)cc2s1,-19%,0%,-9%,-31%,11,-0.8%,0%,-6,2,3,20%
Cc1cccn2c(=O)c3cc(C#N)c(=NC(=O)c4ccncc4)n(CCCOC(C)C)c3nc12,6%,26%,-11%,5%,16,-0.2%,4%,18,-5,-1,8%
COc1cc(/C=C2\SC(N)=NC2=O)ccc1O,u,4%,-9%,-2%,9,0.5%,0%,-24,3,0,1%
N#C/C(=C\c1ccc(N2CCOCC2)c([N+](=O)[O-])c1)c1nc2ccccc2[nH]1,3%,2%,-9%,1%,-10,-1.3%,x,0,-2,-5,3%
O=C(Nc1ccc(Cl)c(Cl)c1)OCCNC(=O)c1ccncc1,u,2%,4%,-8%,8,0.1%,1%,8,3,-1,6%
COC(=O)c1ccccc1NC(=O)c1cccc(COc2ccccc2Cl)c1,u,0%,-5%,2%,6,0.3%,0%,-11,5,-1,-6%
C=C(C)C1CC=C(C)/C(=N/NC(=O)c2ccc(NC(=O)CCC)cc2)C1 (configuration not stated),1%,-1%,x,3%,-12,-0.1%,4%,-87*,4,2,-1%
CCOC(=O)c1sc(NC(=S)NC(=O)C23CC4CC(CC(C4)C2)C3)cc1C,0%,-7%,10%,3%,-17,-0.7%,-2%,-17,-3,-1,-3%
CSc1nc(C)c(C(=O)C[n+]2ccccc2C)cc1C#N,6%,2%,-1%,-26%,-22,0.0%,-1%,7,10,0,0%
Cc1cccc(NC(=O)c2cc(-c3cc(C)c(C)cc3O)n[nH]2)c1,u,2%,-2%,-9%,-10,-0.8%,-1%,2,-1,1,x
C=C(C)Cn1c(N2CCCC2)nc2c1c(=O)[nH]c(=O)n2C,13%,0%,-1%,12%,4,-0.3%,2%,4,-6,0,1%
O=C(COC(=O)c1ccccc1O)NCCCc1ccccc1,0%,0%,x,-16%,-1,-0.3%,-2%,-3,6,0,1%
CCOC(=O)C1CCCN(Cc2ccc(OCc3ccccc3)c(OC)c2)C1 (configuration not stated),-2%,1%,-5%,-6%,36[activator],-0.3%,3%,-23,7,-3,-1%
CC(=O)Nc1cc(C(=O)N2CCCC2)ccc1S(=O)(=O)c1ccc(C)cc1,6%,2%,-3%,5%,14,-0.9%,0%,-1,-3,0,0%
